Screening results: PubChem BioAssay, Sanford-Burnham Center for Chemical Genomics
TIM10 inh – growth inhibitors of TIM10 yeast strain. S. cerevisiae TIM10 strain growth, BacTiter-Glo luminescence, 24 h. inhibition, % at 10 µM. 330,000 compounds, 1.4% hits. AID 463195;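 active = inhibition of 40% or more at the single tested concentration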;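 also: wild-type TIM10 isogenic control strain grown at permissive 25 °C; 0% = DMSO yeast wells and 100% = minimal medium wells without yeast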
mIAP act – mouse IAP activation; muIAP, CDP-Star luminescence, 30 min; hits give high values; 1 = vehicle-only enzyme signal, 0 = enzyme-free wells; activation factor at 10 µM; 330,000 compounds, 0.24% hits;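 active = activation factor of at least 2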; also: the source names both 10 and 20 µM as test concentration; values of inactives mirror those of a sister screen read the other way
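Assay system: mouse IAP enzyme; Reagent: CDP-Star chemiluminescent phosphatase substrate; Compound: DMSO-dissolved test compounds; Incubation: 30 min, room temperature; Technique: luminescence from enzymatic CDP-Star hydrolysis; Controls: DMSO-only wells and no-enzyme negative control.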
hIAP act – human IAP activation; activation factor at 10 µM; purified human IAP, CDP-Star luminescence, 30 min; hits give high values; 1 = vehicle-only enzyme, 0 = enzyme-free background; P09923; 330,000 compounds, 0.16% hits;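 active = activation factor of the enzyme at least 2-fold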; also: the source names both 10 and 20 µM as test concentration; values of inactives mirror those of a sister screen read the other way
Target sequence (P09923 whole entry, looked up): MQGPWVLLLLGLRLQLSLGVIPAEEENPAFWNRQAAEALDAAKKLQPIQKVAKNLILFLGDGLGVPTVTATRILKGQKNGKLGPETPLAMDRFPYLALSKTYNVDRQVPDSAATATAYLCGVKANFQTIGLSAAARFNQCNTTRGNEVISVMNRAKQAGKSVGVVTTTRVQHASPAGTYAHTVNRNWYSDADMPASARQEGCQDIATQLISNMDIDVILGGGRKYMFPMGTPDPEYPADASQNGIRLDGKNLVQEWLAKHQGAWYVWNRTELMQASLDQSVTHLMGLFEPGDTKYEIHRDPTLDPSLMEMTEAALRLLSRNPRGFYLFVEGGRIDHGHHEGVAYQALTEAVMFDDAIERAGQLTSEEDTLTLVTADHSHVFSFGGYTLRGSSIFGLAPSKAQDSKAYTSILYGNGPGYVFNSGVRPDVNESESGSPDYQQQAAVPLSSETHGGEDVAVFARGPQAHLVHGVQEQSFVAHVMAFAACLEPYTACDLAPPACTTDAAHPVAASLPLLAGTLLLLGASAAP
ATG4B inhibitor – inhibitors of human ATG4B cysteine protease; Q9Y4P1; inhibition, % at 8.33 µM; AID 504462; ATG4B cleavage of LC3-PLA2, NBD-HPC fluorescence, 1 h; 340,000 compounds, 0.51% hits; in the data active = inhibition above about 40%
Target sequence (Q9Y4P1 whole entry, looked up): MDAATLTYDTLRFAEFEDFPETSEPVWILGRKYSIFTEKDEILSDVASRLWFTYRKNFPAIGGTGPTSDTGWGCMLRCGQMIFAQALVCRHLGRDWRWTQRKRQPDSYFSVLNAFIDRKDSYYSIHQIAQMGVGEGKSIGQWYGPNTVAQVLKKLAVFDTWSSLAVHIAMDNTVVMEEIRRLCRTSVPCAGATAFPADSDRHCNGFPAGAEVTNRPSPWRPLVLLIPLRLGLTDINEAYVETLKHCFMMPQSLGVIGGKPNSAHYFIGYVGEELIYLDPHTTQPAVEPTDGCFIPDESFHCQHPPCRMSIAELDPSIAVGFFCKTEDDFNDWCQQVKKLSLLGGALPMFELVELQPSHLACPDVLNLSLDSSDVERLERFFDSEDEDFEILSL
hIAP inh – human IAP inhibition. P09923. purified IAP, CDP-Star luminescence, 30 min. inhibition, % at 10 µM. 330,000 compounds, 0.12% hits. AID 2544;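 active = inhibition reaching a set limit with compound at 10 µM in the primary screen, cut at about 35% in these data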;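 also: plate controls were DMSO wells with enzyme for no effect and no-enzyme buffer wells for full effect; values of inactives mirror those of a sister screen read the other way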
mIAP block – blocks mouse intestinal alkaline phosphatase. purified mouse IAP, CDP-Star luminescence, 30 min. inhibition, % at 10 µM. 330,000 compounds, 0.2% hits. AID 2806;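 active = inhibition of at least 40% at 10 µM in the primary screen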;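 also: plate controls were DMSO with enzyme for no effect and no enzyme wells for full effect; values of inactives mirror those of a sister screen read the other way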
Apaf-1 inh – inhibitors of human Apaf-1 apoptosome | O14727 | reconstituted apoptosome caspase-3 activity, DEVD-Rh110 fluorescence | inhibition, % at 20 µM | 330,000 compounds, 0.71% hits | AID 489030; active = inhibition of at least 40% at 20 µM;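 also: plate controls were DMSO wells for no effect and DEVD-CHO caspase inhibitor wells for full effect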
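Material: reconstituted apoptosome with Apaf-1, cytochrome c, caspase-9, procaspase-3, dATP; medium: pH 7.5 Hepes buffer with CHAPS, BSA, DTT; also added: cytochrome c and DEVD-Rh110 substrate; timing: 30 min plus 50 min, RT; signal: Rh110 fluorescence intensity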
tim10-1 inh – inhibits growth of tim10-1 mutant yeast | S. cerevisiae tim10-1 ts strain growth, BacTiter-Glo, 24 h | inhibition, % at 20 µM | 330,000 compounds, 2.2% hits | AID 463190;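 active = inhibition of at least 40%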;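 also: mutant grown at 25 °C; 0% = DMSO wells with yeast and 100% = wells holding no yeast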
NLRP3 yeast inh – NALP3 inhibition in yeast | AID 2825 | 330,000 compounds, 0.39% hits | Yeast reconstituted NLRP3/ASC/caspase-1, beta-gal luminescence, 24 h | inhibition, % at 10 µM;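 active = inhibition of 50% or more; inactive = inhibition below 50%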;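 also: plate controls were induced DMSO wells for no effect and uninduced yeast grown without galactose for full effect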
An asterisk follows results filed as active. An unsorted share of the library; any-hit rate near 4.5%.

SMILES	TIM10 inh	mIAP act	hIAP act	ATG4B inhibitor	hIAP inh	mIAP block	Apaf-1 inh	tim10-1 inh	NLRP3 yeast inh
COC(=O)CNC(=O)C1CCN(c2nc(C)cc(C)n2)CC1	-6	0.91	0.78	-3	22	9	-15	8	10
CC(C)OC(=O)CSc1nnc(-c2ccc(Cl)cc2Cl)o1	-18	1	0.99	-5	1	-2	13	6	28
O=C(Nc1nc2ccccc2[nH]1)c1ccccc1	-5	0.86	1.4	-12	-39	14	6	-9	27
CC(C)NC(=O)N(C)C[C@H]1Oc2c(NS(=O)(=O)c3ccccc3)cccc2C(=O)N([C@H](C)CO)C[C@@H]1C	9	0.86	0.93	-2	7	14	0	-5	0
S=C(Nc1ccccc1Cl)N1CCN(Cc2ccccc2)CC1	11	0.86	0.97	-3	3	14	4	7	22
COc1cc(OC)cc(-c2c(C#Cc3ccsc3)c3cc(-c4cc(F)cc(F)c4)ccc3n2C)c1	0	0.93	1	0	-2	7	4	7	2
O=C(CP(=O)(O)CC(=O)c1ccccc1)c1ccccc1	-1	1	1	0	-5	-3	0	14	20
CC(C#N)OC(=O)c1cccnc1SCC(=O)Nc1ccc2c(c1)OCO2 (stereo not given)	-19	0.98	0.85	3	15	2	0	-12	8
COc1ccc(OC)c(NC(=O)c2cnn(-c3ccccc3Cl)c2NC(=O)c2ccco2)c1	10	0.97	0.78	-7	22	3	-7	16	10
O=C(CCNS(=O)(=O)c1ccc(F)c(Cl)c1)NCc1ccccc1F	0	1.1	0.95	-6	5	-11	7	18	-10
Cc1ccc(N(CCC#N)C(=O)COC(=O)c2ccccn2)cc1	-2	1.1	1	-1	-2	-8	-1	-7	10
COc1ccc(NC(=O)CSc2sc3c(O)cc(=O)[nH]c3c2C#N)c(OC)c1	9	0.78	0.89	5	11	22	8	-20	18
Cc1ccccc1OCCC(=O)OCC(=O)Nc1ccc2[nH]c(=O)[nH]c2c1	1	1	1.1	-9	-5	-1	-5	-14	17
COc1ccccc1C(=O)Nc1ccccc1N1CCCCC1	16	1	1.1	8	-12	-1	13	6	33
COc1ccc(-c2nc(CS(=O)CC(=O)N3CCCC3)c(C)o2)cc1 (stereo not given)	8	0.95	0.9	-8	10	5	-7	15	3
COC(=O)c1ccc(COC(=O)c2cccnc2Cl)cc1	-2	1	0.94	-10	6	-2	8	2	23
Cc1cccc(Nc2nc(N)nc(CN3CCN(c4ccccc4)CC3)n2)c1	21	0.98	1.2	-4	-19	2	16	17	3
COc1cc2c(cc1OC)C(C1C(=O)CCCC1=O)N(C(=O)CCl)CC2 (stereo not given)	-2	0.98	1.1	-8	-12	2	-3	12	-12
C[C@@H]1CC[C@@]2(OC1)O[C@H]1C[C@H]3[C@@H]4CC=C5C[C@@H](O)[C@H](O)C[C@]5(C)C4CC[C@]3(C)[C@H]1[C@@H]2C (stereo not given in full)	-10	1	1.1	-11	-14	-4	2	10	2
CCn1c(NC(=S)Nc2ccccc2)nc2ccccc21	12	0.83	1.3	4	-27	17	-2	12	-3
Cn1c(=O)c2c(nc(CN3CCC(C(N)=O)CC3)n2Cc2ccccc2Cl)n(C)c1=O	-7	1.1	1.1	-14	-6	-12	5	4	7
O=C(NCc1ccc(F)cc1)c1cccnc1C(=O)O	8	0.94	0.92	7	8	6	2	-10	15
Cc1cccc(C(=O)NC(=S)NNC(=O)Cc2ccccc2)c1	13	0.85	1.4	-7	-38	15	5	1	21
Nc1c(C(=O)CSc2nnnn2-c2ccccc2)c(=O)[nH]c(=O)n1C1CC1	-5	0.93	1.1	-6	-7	7	-7	3	3
Cc1ccccc1C(=O)Nc1cccc(NC(=O)c2cccnc2)c1	11	0.96	1	-6	0	4	1	-14	10
O=C(NCC(=O)N1CC=C(c2ccccc2)CC1)c1ccc(F)cc1	-23	1	0.91	-9	9	-3	-6	-30	24
COc1ccc(OC)c(NC(=O)C(C)Oc2ccc(Br)cc2)c1 (stereo not given)	12	1.1	1	-1	-2	-5	14	22	17
Cc1csc(N2CCCC2c2nc3cc(Cl)c(N4CCCCC4)cc3n2CCCO)n1 (stereo not given)	4	1	1	-9	-3	-4	13	16	16
CCC(CC)c1nnc(NC(=O)C2CC(=O)N(CCc3ccc(OC)c(OC)c3)C2)s1 (stereo not given)	-5	1.1	0.97	3	2	-5	15	-19	16
COc1ccc(/C=N/Nc2ncccc2[N+](=O)[O-])c(OC)c1	3	1	1.1	-3	-5	-4	10	10	20
CN(C)S(=O)(=O)c1cccc(C(=O)NCCc2ccccc2)c1	10	0.94	0.82	-3	18	6	-1	12	5
CCCn1c(=O)c2ccccc2n2c(SCc3nc4ccccc4s3)nnc12	8	1	0.93	-11	7	0	11	14	9
COc1ccccc1CNc1nc(C)c(C(=O)N(C)C)s1	10	0.92	0.99	1	1	8	0	13	20
Cc1ccccc1NS(=O)(=O)c1cc(OCC(N)=O)c(C)cc1Cl	-8	1.2	1.1	-1	-8	-18	0	-4	9
CC(Sc1ccc(S(=O)(=O)N2CCOCC2)cc1[N+](=O)[O-])C(=O)O (stereo not given)	11	0.97	1.1	33	-7	3	2	2	7
CCc1ccc(CNc2ccc(N3CCN(C(C)=O)CC3)cc2)cc1	5	0.93	1	-1	0	7	17	24	15

Arranged by the number under ATG4B inhibitor (ascending): 3 of the compounds above.
structure,ATG4B inhibitor
CCCn1c(=O)c2ccccc2n2c(SCc3nc4ccccc4s3)nnc12,-11
Cc1ccccc1C(=O)Nc1cccc(NC(=O)c2cccnc2)c1,-6
CC(Sc1ccc(S(=O)(=O)N2CCOCC2)cc1[N+](=O)[O-])C(=O)O (stereo not given),33

Carrying on.
SMILES	TIM10 inh	mIAP act	hIAP act	ATG4B inhibitor	hIAP inh	mIAP block	Apaf-1 inh	tim10-1 inh	NLRP3 yeast inh
CC(=O)N1CCN(C(=O)c2ccc(S(=O)(=O)Nc3ccccc3F)cc2)CC1	-2	1.2	1.1	-68	-12	-16	-1	-3	12
Cc1ccc2cc(CN(CC3CCCO3)C(=O)Nc3ccccc3F)c3nnnn3c2c1 (stereo not given)	18	0.94	1.1	-16	-8	6	7	1	17
CN(C(=O)CN(C)S(=O)(=O)c1ccc(F)cc1)c1c(N)n(Cc2ccccc2)c(=O)[nH]c1=O	2	1	1.2	1	-18	-2	9	-7	3
CCOC(=O)c1cnc(-c2ccc(C(F)(F)F)cn2)[nH]c1=O	-7	1.1	1.1	11	-12	-9	-20	16	12
COC(CN(C(=O)CCl)C(C(=O)NC1CCCCC1)c1ccccc1C)OC (stereo not given)	39	1.1	0.84	2	16	-9	-16	43*	10
CCN(C(=O)CN1CCOCC1)C1(C)C(=O)c2ccccc2C1=O	-5	1.1	0.94	-5	6	-8	-8	0	14
Cc1ccc(C(=O)NNC(=O)c2ccc(S(=O)(=O)N(C)c3ccccc3)cc2)cc1	-1	0.9	1.1	-10	-10	10	-4	3	23
CC(NC(=O)NC1CCCCC1)C(c1cccs1)N1CCN(c2ccccc2)CC1 (stereo not given)	15	2*	0.79	2	22	-100	17	27	8
O=C(O)c1ccc(Cl)c(S(=O)(=O)N(Cc2ccccc2)c2ccccc2)c1	6	0.96	1.1	4	-14	4	9	14	12
O=C1CCC(=O)N1OCCOc1ccc(Cl)c2ccccc12	-16	0.88	0.9	-6	10	12	0	24	-2
COc1cccc(-n2c(N)cc(=O)nc2SCC(=O)Nc2cc(C)on2)c1	4	1	1.1	2	-7	-1	0	-19	6
CCN1CCN(C(=O)C2CCN(S(=O)(=O)c3ccc(Br)cc3)CC2)CC1	3	1.1	1	-6	-4	-5	-4	9	-1

The final 2 compounds of the section above lead into the next:
SMILES	TIM10 inh	mIAP act	hIAP act	ATG4B inhibitor	hIAP inh	mIAP block	Apaf-1 inh	tim10-1 inh	NLRP3 yeast inh
COc1cccc(-n2c(N)cc(=O)nc2SCC(=O)Nc2cc(C)on2)c1	4	1	1.1	2	-7	-1	0	-19	6
CCN1CCN(C(=O)C2CCN(S(=O)(=O)c3ccc(Br)cc3)CC2)CC1	3	1.1	1	-6	-4	-5	-4	9	-1
CCc1cccc(CC)c1-n1c(SCC(=O)N2CCc3ccccc32)nc(O)cc1=O	4	0.88	0.96	-3	4	12	7	0	1
COc1ccc(N2C(=O)N3[C@H](c4cccc(C)c4)[C@@H]4C(=O)N(Cc5ccccc5)C(=O)[C@@H]4[C@]3(Cc3ccccc3)C2=O)cc1	25	1.1	1.2	-12	-18	-6	13	4	-6
Cc1cc(C)c(C)c(S(=O)(=O)NCC(=O)Nc2ccccc2F)c1C	7	0.99	0.92	-13	8	1	19	26	5
O=C(N/N=C/c1sc(N2CCCCC2)nc1-c1cccs1)c1cccnc1	20	0.86	1.1	1	-5	14	25	12	41
O=C(Nc1ccc(SC(F)F)cc1)c1ccccc1F	24	1	0.93	11	7	-2	2	22	25
COc1cccc(C(=O)N(C)c2nnc(-c3ccncc3)s2)c1	16	0.92	1.2	-10	-22	8	1	1	15
CCOC(=O)[C@H]1[C@H]2COc3ccc(Cl)cc3[C@@H]2N2C(=O)c3cc(Br)ccc3NC(=O)[C@@]12C	2	1	0.91	-12	9	-4	16	33	17
CC(C)c1ccc(O)c(NC(=S)NC(=O)CCc2ccccc2)c1	-7	0.8	1	6	-1	20	22	-2	19
Cc1ccc(CCc2nnc(SCC(=O)Nc3cc(Cl)ccc3Cl)n2-c2ccccc2)o1	22	1	1	2	-3	-2	19	17	13
CN(C)Cc1ccccc1Sc1ccc(O)cc1O	11	0.93	1.1	-4	-7	7	-6	-5	-2
CCN1CCN(C(=O)C2CCN(S(=O)(=O)c3ccc(SC)cc3)CC2)CC1	-17	1	0.9	-2	10	-2	-3	6	19
CCN1C(=O)/C(=C2\SC(=S)N(c3c(C)n(C)n(-c4ccccc4)c3=O)C2=O)c2ccccc21	16	0.88	0.93	-4	7	12	-13	19	29
COc1ccc(OC)c(S(=O)(=O)Nc2cc3c4c(c2)CCN4C(=O)CC3)c1	0	0.98	1.1	2	-10	2	3	-18	8
COC(=O)c1ccc(Cl)c(NC(C)=O)c1	-9	1	1	8	-2	0	-8	5	7
CCCCNC(=O)Cn1nc(-c2ccc(C)cc2)ccc1=O	7	0.99	0.96	-14	4	1	-1	-12	19
CN1C(=O)CCC1(O)c1ccccc1 (stereo not given)	4	0.94	1.1	-1	-9	6	4	12	-13
COc1ccc(-c2nnc(-c3ccc(OCC(C)C)cc3)o2)cc1	7	0.99	1	-5	0	1	19	10	1
CCOc1cc(N)c(Cl)cc1C(=O)NCC1CN(Cc2ccc(F)cc2)CCO1 (stereo not given)	-85	1.2	1	-9	0	-16	15	10	13
COc1ccc(C(=O)N(CCc2ccccc2)Cc2cccs2)c(OC)c1	8	1	0.87	-6	13	-1	18	-10	3
Cc1cccc(CN2CCCC(C(=O)N3CCCCC3)C2)c1 (stereo not given)	-14	0.95	1.1	-10	-13	5	-1	-1	20
CCc1ccc(-c2cc(C)no2)cc1S(=O)(=O)N1CCN(c2ccccc2OC)CC1	12	0.95	0.97	5	3	5	12	27	13
CN(CC(=O)OCC(=O)c1c(N)n(C)c(=O)n(C)c1=O)S(=O)(=O)c1ccc(Cl)cc1	2	0.95	0.87	-1	13	5	-8	10	10
CCOC(=O)c1oc2ccccc2c1NC(=O)c1ccc(S(=O)(=O)N2CCCC2)cc1	-20	0.96	1.3	-5	-30	4	26	-15	-5
COCCN(C(=O)COC(=O)CCSc1ccc(F)cc1)c1c(N)n(Cc2ccccc2)c(=O)[nH]c1=O	2	0.99	1.1	-5	-10	0	-5	-5	10
